Bioassay records deposited in PubChem by Broad Institute.
LGR2 inh = inhibitors of bursicon-induced LGR2 CRE-luciferase signal, primary screen, cell-based, HEK293, CRE-luciferase reporter, bursicon stimulation. Drosophila bursicon receptor LGR2 (rickets). bursicon-stimulated, 4 h. inhibition, % at 9.99 µM. actives 0.35% (n = 380,000). AID 720647, 2013;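 active = drop in luminescence signal, shown as inhibition above about 50% in the replicate tests, limit read from the data, passing the limit was not always enough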;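 note: agonist challenge used bursicon conditioned medium at about half maximal strength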
EWS-Fli block = EWS/Fli-driven NR0B1 reporter inhibitors, primary screen, A673 cells, NR0B1 luciferase, luminescence, MLPCN library; AID 651661, 2012; actives 0.67% (n = 350,000); inhibition, % at 12.6 µM; viability-normalised;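 active = mean inhibition of at least 50% after viability correction, with every replicate also passing that limit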;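 note: firefly luciferase signal divided by Alamar Blue viability fluorescence both relative to DMSO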
Cneo AK release = Cryptococcus neoformans cell lysis inducers, primary screen, AK release luminescence, single concentration; AID 651654, 2012; actives 0.2% (n = 360,000); lysis activity, % at 15 µM; C. neoformans lysis, adenylate kinase release luminescence, 4 h; normalised: neutral wells 0, clomiphene wells 100;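 active = mean lysis activity across replicates of at least 80%, whatever share of replicates individually reach that level; inactive = mean lysis activity below 80%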
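Material: C. neoformans cells | Amount: Yeast cell density of 5 × 10^6 cells/mL | Medium: Fresh YPD growth medium | Dosing: Single dose | Times: Static 4 h at 37 °C with compound, 1 h detection | Detection: AK luminescence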
CASP6 VEID inh = human caspase-6 inhibitors, primary screen, biochemical, VEID-R110 fluorescence, single point, set 2; AID 686996, 2013; actives 0.53% (n = 350,000); purified caspase-6, Z-VEID-R110 cleavage fluorescence; P55212; inhibition, % at 12.5 µM;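 active = mean inhibition across replicates at least about 35%, with every replicate also reaching that limit, limit read from the data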;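 note: 0% = median of neutral control wells and 100% = no fluorescence left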
Target sequence (P55212 24-179 limits assumed): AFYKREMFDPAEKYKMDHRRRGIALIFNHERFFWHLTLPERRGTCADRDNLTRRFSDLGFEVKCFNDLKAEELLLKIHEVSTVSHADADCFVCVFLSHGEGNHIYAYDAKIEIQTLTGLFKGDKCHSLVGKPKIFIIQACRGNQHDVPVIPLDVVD
Target sequence (P55212 194-293 limits assumed): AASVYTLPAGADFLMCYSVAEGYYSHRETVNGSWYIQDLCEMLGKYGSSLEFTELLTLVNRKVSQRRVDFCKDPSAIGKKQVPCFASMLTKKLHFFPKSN
miR-122 sensor = miR-122 Renilla sensor signal increase in Huh7, primary screen, miR-122 inhibitor project, cell-based, single point, plate reader | actives 0.3% (n = 340,000) | Huh7 miR-122 Renilla luciferase sensor, 48 h; neutral wells = 0, positive control = 100 | activation (reporter increase), % at 12.5 µM;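 active = mean replicate activation score at least 90 and every replicate individually at or above 90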;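 note: higher luciferase means less miR-122 activity so hits act as miR-122 inhibitors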
FN deposit inh = inhibitors of fibronectin matrix deposition, primary screen, AH1F cells, Alexa488-fibronectin fluorescence, plate reader; AH1F fibroblasts, overnight; inhibition, % at 12.6 µM; actives 0.086% (n = 350,000); AID 743247, 2014;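 active = mean inhibition across replicates of 30% or more, regardless of how many single replicates reach that level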;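 note: positive control wells lacked labelled fibronectin entirely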
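Material: AH1F fibroblast monolayer depositing Alexa488-labelled fibronectin into matrix | Input: 10000 AH1F cells/well | Medium: DMEM plus 2% serum, read in PBS | Reagent: Alexa488-fibronectin, 24 nM final in well | Compound dosing: One dose per compound, pinned | Schedule: 1 h adhesion, overnight exposure | Measured by: Fluorescence at 485 nm excitation, 525 nm emission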
PAX8 reporter = inhibitors of PAX8-driven TPO luciferase reporter, primary screen, RMG-I cells, single concentration; SteadyGlo, 24 h; inhibition, % at 12.6 µM; actives 1.2% (n = 360,000);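 active = mean replicate inhibition at least 60% with every replicate also reaching 60%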;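 note: luciferase light reporting Pax8 driven TPO promoter activity; plate controls were median of neutral control wells for no effect and mitoxantrone controls for full effect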
PGC1a acetyl inh = inhibitors of PGC1a acetylation signal, primary screen, cell-based, U2OS, AlphaScreen, inhibitor mode. AlphaScreen anti-acetyl-lysine; with virally co-expressed GCN5 acetyltransferase. inhibition, % at 15.6 µM. actives 0.17% (n = 350,000);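 active = every replicate shows inhibition of at least 40%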;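 note: 0% = neutral control wells and 100% = positive control wells; some results beyond the cut were filed as inactive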
* hit, by the source's call; / = no result given; & = joins results of further samples; [ ] = remark or other dose. Compounds were not picked by outcome; about 2.5% have a hit in one of these screens.

SMILES	LGR2 inh	EWS-Fli block	Cneo AK release	CASP6 VEID inh	miR-122 sensor	FN deposit inh	PAX8 reporter	PGC1a acetyl inh
COc1ccc(C(C(=O)NCc2ccccc2)N(C(=O)c2snc(C(N)=O)c2N)C2CCCC2)cc1 (configuration not stated)	4	10	3	1	-2	-11	-2	-1
O=C(Nc1cc([N+](=O)[O-])ccc1O)c1cccc([N+](=O)[O-])c1	-22	-48	0	0	-3	10	-94	-20
CCCC#Cc1ccc2c(c1)O[C@@H](CN(C)C(=O)Nc1ccc(OC)cc1)[C@@H](C)CN([C@H](C)CO)S2(=O)=O	19	-1	-5	-1	4[16.7 µM]	/	/	-11
Cc1cccc(C)c1OCc1cc(C(=O)N2CCNC(=O)C2)no1	2	-11	24	1	/	0	-20	/
COc1cccc(NC(=O)CCNS(=O)(=O)c2ccc(Br)s2)c1	5	-1	-2	3	4	-6	2	-1
Cc1ccc(CCCOC(=O)C[N+]2(C)CCOCC2)cc1	/	/	-1	/	-4	1	-1	-1
O=C(CS(=O)(=O)c1ccccc1)Nc1ncc([N+](=O)[O-])s1	0	4	1	2	-6	-3	-30	4
Cc1nn(-c2ccccc2)cc1C(c1c(N)[nH]c(=S)[nH]c1=O)c1c(N)[nH]c(=S)[nH]c1=O	-9	1	/	6	/	-6	9	1
CC1CC(C)CN(C(=O)CCc2nnc3ccc(N4CCCCC4)nn23)C1 (configuration not stated)	-4	-6	0	-3	-3	0	6	4
CN(C)CC(=O)N[C@H]1C=C[C@@H](CC(=O)NCCN2CCCCC2)O[C@H]1CO	-10	-9	-2	-64	/	-18	2	2
CC(=O)Nc1ccc(S(=O)(=O)N2CCC(c3nc4c(nnn4Cc4ccccc4Cl)c(=O)[nH]3)CC2)cc1	-27	10	-1	3	-10	0	5	-4
CC1=NN(c2ccc([N+](=O)[O-])cc2)C(c2ccccc2)C1 (configuration not stated)	-8	10	/	-3	/	-13	-6	4
C=C(C)CNC(=S)N/N=C/c1ccc([N+](=O)[O-])cc1	-27	19	/	0	/	-8	8	/
C[C@H]1CN([C@@H](C)CO)C(=O)c2cc(C#CC3CC3)cnc2O[C@H]1CN(C)Cc1ccccn1	-13	6	45	1	1[16.7 µM]	4	/	-6
COC(=O)[C@@]12C[C@@H](CC(=O)NCc3ccc(C)o3)C(=O)N(Cc3cccc4ccccc34)C1=CCC(C)(C)C2	16	4	/	-2	/	1	26	/
Cc1cc(Cl)cc2c1NC(=O)[C@]21[C@@H]2C(=O)N(Cc3ccccc3)C(=O)[C@@H]2[C@@H]2CCCN21	/	/	0	/	3	-3	19	4
CC=Cc1ccc2n(c1=O)C[C@H]1[C@H](CO)[C@@H](C(=O)N[C@H](C)c3ccccc3)[C@@H]2N1CC (mixture of isomers)	-2	-1	0	-1	/	/	/	/
O/N=C/c1cn(-c2ccccc2)nc1-c1ccc2c(c1)OCCO2	/	/	2	/	36	22	-26	-9
O=C(c1ccco1)N(c1ccccn1)c1ccccn1	/	/	4	/	-18	5	8	/
CCCN1C(=O)/C(=C/c2ccc(N3CCCC3)c(C)c2)NC1=S	/	/	1	/	-6	-15	-37	-12
CN1N=C(C(=O)N2CCCC(C(=O)c3cccc(C(F)(F)F)c3)C2)CCC1=O (configuration not stated)	14	7	/	-3	/	-2	0	2
Fc1ccc(C(c2nnnn2C2CCCC2)N2CCc3ccccc32)cc1 (configuration not stated)	/	/	3	/	68	15	-5	/
C[C@@H]1CN([C@@H](C)CO)C(=O)CCCn2nncc2CO[C@H]1CN(C)S(=O)(=O)c1ccc2c(c1)OCCCO2	-4	11&-4	0&0	0&0	-2	1&1	1&13	3&4
CC=Cc1ccc2n(c1=O)C[C@H]1[C@H](CO)[C@@H](C(=O)NC3Cc4ccccc4C3)N(CC3CCCC3)[C@@H]21 (mixture of isomers)	13	8	/	-2	/	/	-10	-9
COc1ccc(S(=O)(=O)NC(N)=NCCc2ccc(OC)c(OC)c2)cc1C	/	-11	/	-1	/	5	9	/
O=C(COc1ccc2c3c(c(=O)oc2c1)CCC3)Nc1ccc(CCO)cc1	15	/	3	0	-11	-7	3	1
Fc1ccc(OCCOCCNCC2CCCO2)cc1 (configuration not stated)	/	/	-5	/	-3	-27	/	-5
C[C@@H]1CN([C@H](C)CO)C(=O)c2cc(NC(=O)Nc3ccc4c(c3)OCO4)ccc2O[C@@H](C)CCCCO[C@H]1CN(C)Cc1ccc(Cl)c(Cl)c1	1	4	3	1	0[16.7 µM]	/	/	-2
COc1ccc(C(=O)NC23CC4CC(CC(C4)C2)C3)cc1	-14	-8	0	1	7	-9	-2	-13
C[C@H]1CN([C@@H](C)CO)S(=O)(=O)c2ccc(C#Cc3ccccc3F)cc2O[C@@H]1CN(C)C(=O)c1ccc2c(c1)OCO2	5	21	40	3	-48[16.7 µM]	/	73*	-1
Cc1ccc(Nc2ncc3c(n2)CC(C)CC3=O)c(C)c1 (configuration not stated)	18	-55	-3	-6	0	-7	-145	1
Cc1nc2c(nnn2Cc2ccccc2)c(=O)[nH]1	-8	10	-1	10	-5	5	4	-8
Cc1ccccc1Nc1nnc(SCC2CCCCO2)s1 (configuration not stated)	-41	-21	-10	0	-6	-2	-147	2
COc1cccc(S(=O)(=O)N[C@H]2CC[C@@H](CC(=O)NCc3ccc(Cl)cc3)O[C@@H]2CO)c1	-8	-17	3	-10	/	9	-8	5
Cn1cnc(NCc2ccccc2)c1[N+](=O)[O-]	12	-2	1	1	2	-5	20	2
CCCN(C(=O)CSCc1ccc(Cl)cc1)c1c(N)n(Cc2ccccc2)c(=O)[nH]c1=O	1	1	0	2	-1	/	5	8

An excerpt from above, showing only CASP6 VEID inh, PGC1a acetyl inh and FN deposit inh:
| molecule | CASP6 VEID inh | PGC1a acetyl inh | FN deposit inh |
| --- | --- | --- | --- |
| COc1ccc(S(=O)(=O)NC(N)=NCCc2ccc(OC)c(OC)c2)cc1C | -1 | / | 5 |
| O=C(COc1ccc2c3c(c(=O)oc2c1)CCC3)Nc1ccc(CCO)cc1 | 0 | 1 | -7 |
| Fc1ccc(OCCOCCNCC2CCCO2)cc1 (configuration not stated) | / | -5 | -27 |
| C[C@@H]1CN([C@H](C)CO)C(=O)c2cc(NC(=O)Nc3ccc4c(c3)OCO4)ccc2O[C@@H](C)CCCCO[C@H]1CN(C)Cc1ccc(Cl)c(Cl)c1 | 1 | -2 | / |

(continued)
SMILES	LGR2 inh	EWS-Fli block	Cneo AK release	CASP6 VEID inh	miR-122 sensor	FN deposit inh	PAX8 reporter	PGC1a acetyl inh
CCCCCCCc1nc2nc(C)c(Br)c(=O)n2[nH]1	-9	1	-1	-1	8	2	-11	-5
COC(=O)[C@]1(Cc2ccccc2)N[C@H](CN(C)C(=O)c2ccc(F)cc2)[C@@H]2C(=O)N(C)C(=O)[C@@H]21	-4	0	-2	2	/	-3	-13	/
COc1cc(/C=C(\C#N)C(=O)Nc2cccc(C(=O)O)c2)ccc1OCc1ccc(C)cc1	-26	-60	-2	4	-2	0	-182	1
Cc1ccc(N2C(=O)SC(N(CC(=O)O)c3ccc(C)cc3)C2=O)cc1 (configuration not stated)	4	13	0	-1	5	10	10	25
COC(=O)c1cccc(NC(=O)c2cccs2)c1C	/	/	/	/	-5	0	9	18
COc1ccc(S(=O)(=O)N(C)C[C@@H]2OCCCC[C@@H](C)Oc3ccc(N(C)C)cc3C(=O)N([C@H](C)CO)C[C@H]2C)cc1	8	3	-4	7	-11[16.7 µM]	/	7	-12
Cn1nc(-c2ccc(Cl)cc2)c2cc(C(=O)N3CCCC3)sc21	25	12	-1	1	21	5	7	-11
Cc1ccc(C(=O)N2CC(=O)Nc3ccc(F)cc3C2c2ccc(F)cc2)cc1 (configuration not stated)	3	-1	1	9	-5	-2	14	-1
O=S(=O)(c1cccc2cccnc12)N1CCN(c2ccccn2)CC1	2	-3	0	2	5	-16	0	-7
CCOc1ncccc1C(=O)Nc1ccc2c(c1)OCCO2	-11	-5	-4	0	/	0	-24	10
CC(=O)Oc1ccccc1Cn1c(C)c(C(=O)NCc2ccc(Cl)c(Cl)c2)sc1=O	13	3	1	0	/	10	7	/
CCc1nnc(NC(=O)c2ccc(S(=O)(=O)N3CCN(Cc4ccccc4)CC3)cc2)s1	4	/	2	/	-3	/	/	4
N#C[C@@H]1[C@@H](c2ccc(-c3ccc(F)cc3)cc2)[C@@H](CO)N1S(=O)(=O)Cc1ccccc1	-2	-3	1	-3	/	-5	69*	-1
C/C=C/c1ccc2c(c1)O[C@H](CN(C)C(=O)COC)[C@@H](C)CN([C@H](C)CO)S2(=O)=O	-3	-5	-9	-6	/	-1	/	3
Cc1noc(C)c1NC(=O)Nc1cccc2c1O[C@@H](CN(C)CC1CCCCC1)[C@@H](C)CN([C@@H](C)CO)C2=O	-23	0	4	2	8[16.7 µM]	/	-2	-6
CCOC(=O)c1c(CSc2ccccc2)n(C)c2cc(Br)c(O)c(CN(C)C)c12	14	7	/	-4	8	-8	9	-17
COc1ccc(NS(=O)(=O)c2cccc(C(=O)N/N=C/c3ccc4c(c3)OCCO4)c2)cc1	0	3	/	1	/	0	-6	/
Clc1cc2c(c(CSc3nc4ccccc4n4cccc34)c1)OCOC2	7	7	2	-2	-3	0	18	/
CC(=O)c1cccc(NC(=O)C(C)OC(=O)c2ccc(Br)o2)c1 (configuration not stated)	18	2	0	2	-10	4	3	0
CCOC(=O)c1cnc2ccc(C(=O)OC)cc2c1Nc1ccc(C(=O)O)cc1	-20	8	/	4	/	5	104*	8
N#CC(c1ccc(Cl)cc1)N1CCOCC1 (configuration not stated)	-8	12	-1	-4	1	3	24	1
CCC(=O)N1C[C@@H](C)[C@@H](OC)CN(C)C(=O)c2cc(NS(=O)(=O)CC)ccc2OC[C@@H]1C	-6	2	-2	0	-10[16.7 µM]	-9	-2	11
Cn1cnc(S(=O)(=O)N2CCN(c3cccc(Cl)c3)CC2)c1	2	6	-6	0	4	19	-14	2
NC(=O)C1(N2CCCCC2)CCN(c2ccc3nnc(-c4ccccc4)n3n2)CC1	-38	5	-1	-2	-10	-12	4	-8
CCC(=O)NC(NC(=S)Nc1ccccc1Br)C(Cl)(Cl)Cl (configuration not stated)	-6	-10	2	59*	11	5	-1	-4
CCOc1ccc(NC(=O)COC(=O)CCCc2c[nH]c3ccccc23)cc1	-5	/	1	/	2	-2	/	8
CCOc1ccccc1C(=O)Nc1ccc(S(=O)(=O)Nc2cc(OC)nc(OC)n2)cc1	/	0	-1	3	1	/	13	/
COCC(=O)Nc1ccc2c(c1)C(=O)N(C)C[C@H](OC)[C@H](C)CN(Cc1ccccc1F)[C@@H](C)CO2	7	6	-1	-2	/	11	-12	-5
COc1ccc2oc(C(=O)Nc3nc4ccccc4[nH]3)c(C)c2c1	23	-25	-3	-3	51	-3	-70	-7
